GSK3A inh: human GSK-3 alpha kinase inhibition. P49840. inhibition, % at 10 µM. ADP-Glo luminescence, 60 min. hit rate 0.1% among 320,000. AID 2650;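 in the data active = inhibition above about 50%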;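 also: GST-tagged GSK-3 alpha with peptide substrate and 25 µM ATP; 0% = DMSO neutral wells and 100% = GW8510 positive control wells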
Target sequence (P49840 whole entry, looked up): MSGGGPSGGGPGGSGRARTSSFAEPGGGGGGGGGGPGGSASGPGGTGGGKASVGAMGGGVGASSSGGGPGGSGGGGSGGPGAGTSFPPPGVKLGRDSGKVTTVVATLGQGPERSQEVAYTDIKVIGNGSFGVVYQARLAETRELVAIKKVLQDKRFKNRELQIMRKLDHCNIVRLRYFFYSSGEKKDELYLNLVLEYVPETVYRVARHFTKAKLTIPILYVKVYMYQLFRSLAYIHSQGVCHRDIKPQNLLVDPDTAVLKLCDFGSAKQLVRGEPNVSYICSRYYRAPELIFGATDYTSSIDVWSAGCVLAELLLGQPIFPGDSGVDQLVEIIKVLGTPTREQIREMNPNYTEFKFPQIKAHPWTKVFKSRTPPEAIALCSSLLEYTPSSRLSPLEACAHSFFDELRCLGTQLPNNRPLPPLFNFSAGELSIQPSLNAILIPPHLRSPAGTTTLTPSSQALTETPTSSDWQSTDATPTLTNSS
hERG rescue: hERG (human) protection from proarrhythmic block; Q12809; activation (rescue from dofetilide block), less the hit threshold, % at 10 µM; CHO-hERG, FluxOR thallium flux, dofetilide IC70 present; hit rate 0.51% among 310,000;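 active = activation above the mean of controls blocked by dofetilide plus 5 SD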;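 also: thallium influx through hERG after potassium depolarization seen as dye fluorescence rise; in these data hits start at about 4.7%; inactives centre near -7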
GSK3B inh: human GSK3beta kinase inhibition; P49841; GST-GSK3beta kinase, ADP-Glo luminescence, 60 min; hits give low values; activity score (negative = inhibition), % at 10 µM; hit rate 0.038% among 300,000; AID 2097;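 active = more than half of replicate wells score below -50%, meaning over 50% inhibition versus plate controls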;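 also: 0% = median DMSO wells and -100% = median GW8510 positive control wells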
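Test system: GST-fused GSK3beta enzyme, cell-free | Quantity: 1.6 ng GST-GSK3beta enzyme per well | Reagent: 25 µM ATP with peptide substrate | Schedule: 60 min enzyme reaction, room temperature | Signal: Luminescent ADP-Glo measurement of ADP formed | Read-out basis: Score relative to plate controls | Control set: DMSO and 20 µM GW8510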
KCNK9 block: human KCNK9 channel inhibition; Q9NPC2; HEK293 KCNK9, FluxOR thallium flux fluorescence; hits give low values; B-score at 10 µM; hit rate 1.2% among 310,000;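 active = ratio B-score over 3 SD below the library mean, with starting fluorescence within 5 SD of its mean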;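 also: negative B-score means less thallium flux so channel inhibition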
Target sequence (Q9NPC2 whole entry, looked up): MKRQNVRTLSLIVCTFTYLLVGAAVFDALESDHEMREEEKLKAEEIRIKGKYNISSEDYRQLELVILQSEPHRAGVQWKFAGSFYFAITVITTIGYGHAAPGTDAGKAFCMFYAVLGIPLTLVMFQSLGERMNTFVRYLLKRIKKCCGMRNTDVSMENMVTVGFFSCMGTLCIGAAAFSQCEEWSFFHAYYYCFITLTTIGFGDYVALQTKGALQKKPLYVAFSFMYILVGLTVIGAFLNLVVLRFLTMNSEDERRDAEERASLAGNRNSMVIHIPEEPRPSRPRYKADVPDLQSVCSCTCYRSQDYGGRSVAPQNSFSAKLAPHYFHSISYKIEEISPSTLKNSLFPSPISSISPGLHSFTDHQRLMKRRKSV
RGS4 act: RGS4 potentiation or activation. HEK293 M3R/inducible RGS4, carbachol calcium flux Fluo4; hits give low values. B-score at 10 µM. hit rate 0.92% among 310,000;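 active = B-score of the integrated calcium signal more than 4 SD below the library mean, with starting fluorescence not abnormally high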;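 also: negative B-score means reduced calcium response which marks RGS4 activation or potentiation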
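Assay system: Inducible-RGS4 HEK293 cells carrying M3 receptor | Schedule: Compound preincubation 20 min at room temperature before agonist | Signal: Kinetic calcium fluorescence imaging with Fluo4-AM dye, 2 µM | Read-out basis: B score from integrated fluorescence ratio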
KCNQ1 pot: human KCNQ1 channel potentiation or activation | CHO-K1 KCNQ1, thallium flux FluxOR fluorescence; hits give high values | hit rate 0.35% among 310,000 | B-score at 10 µM | P51787;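 active = fluorescence ratio B-score, a plate-corrected score, at least three library SD, with initial intensity B-score within 5 SD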
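assay system = KCNQ1-transfected CHO-K1 cells | medium = assay buffer with matched DMSO | probe or stimulus = depolarizing K+/Tl+ stimulus, K2SO4 and Tl2SO4 each 12.5 mM in 5x stock | dosing = single dose | incubation = dye 90 min, compound 20 min, room temperature | detection = kinetic FluxOR fluorescence, 10 s baseline plus 110 s post-stimulus | evaluation = ratio B score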
RGS4 block: human RGS4 inhibition; P49798; HEK293 M3R/RGS4 inducible, Fluo-4 calcium flux; hits give high values; triggered by carbachol at its EC20; B-score at 10 µM; hit rate 0.45% among 310,000; AID 463165;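 active = B-score, a plate-corrected calcium signal, over three deviations above library mean, with baseline fluorescence within five deviations of library mean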;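 also: RGS4 expression induced by doxycycline in cells with stable M3 receptor; B-score is computed from the integrated fluorescence ratio over baseline after carbachol; higher B-score means a larger calcium signal and so more RGS4 inhibition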
Target sequence (P49798 whole entry, looked up): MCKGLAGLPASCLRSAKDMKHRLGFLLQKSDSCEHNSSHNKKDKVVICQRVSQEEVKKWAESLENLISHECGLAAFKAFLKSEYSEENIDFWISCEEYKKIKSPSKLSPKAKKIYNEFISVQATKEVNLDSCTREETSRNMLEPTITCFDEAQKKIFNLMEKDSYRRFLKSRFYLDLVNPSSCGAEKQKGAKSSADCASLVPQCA
PolyA inhibitor: blocks polyadenylation in yeast reporter cells | S. cerevisiae SKY197-pL101 polyadenylation reporter, beta-gal luminescence; efflux-impaired pdr1/pdr3 knockout yeast; score 100 = 6 SD above DMSO | calls only at 12 µM | hit rate 0.02% among 300,000;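 active = lowest replicate activity score at least 50, where 100 means six control SD above control mean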;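 also: yeast exposed to compound for 9 h at 30 °C; higher score means more reporter readthrough which indicates perturbed polyadenylation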
KCNK3 block: human KCNK3 channel inhibition, primary screen | CHO-KCNK3 thallium flux, FluxOR fluorescence; hits give low values | O14649 | hit rate 0.84% among 340,000 | AID 602410 | B-score at 10 µM;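 active = B-score under library mean minus 4 SD, starting fluorescence ratio at most library mean plus 5 SD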;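 also: more negative B-score means stronger inhibition of thallium flux through KCNK3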
KCNQ1 block: inhibitors of human KCNQ1 potassium channel | P51787 | CHO-K1 KCNQ1, FluxOR thallium flux fluorescence; hits give high values | B-score at 10 µM | hit rate 1.3% among 310,000;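 active = compounds whose thallium flux B-score, printed positive for inhibition, exceeds three library SD while starting fluorescence stays within three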;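 also: channel opened by potassium depolarization with thallium stimulus after 20 min compound exposure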
Dyrk1A ADPGlo: Dyrk1A (rat) kinase inhibition; ADP-Glo luminescence, NFATc1 peptide; inhibition, % at 12.5 µM; hit rate 0.43% among 310,000; in the data active = inhibition above about 50%;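 also: plate controls were vehicle with enzyme for no effect and no enzyme for full effect; many of its hits are not listed in these tables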
Starred values were filed as active, the others as inactive; i = inactive; · = not tested or not shown; & = joins results of further samples. This is a subset; rates above refer to the full screens.

SMILES	GSK3A inh	hERG rescue	GSK3B inh	KCNK9 block	RGS4 act	KCNQ1 pot	RGS4 block	PolyA inhibitor	KCNK3 block	KCNQ1 block	Dyrk1A ADPGlo
Cc1csc(SC(C)C(=O)Nc2ccc(Cl)cn2)n1 (stereo not drawn)	0.0	-8.1	-6.9	i	i	i	i	i	i	i	1.8
CCCNC(=O)CSc1nc(-c2cccs2)cc(C(F)(F)F)n1	-1.3	-7.0	1.8	i	i	i	i	i	i	i	7.7
O=C(/C=C/c1ccccc1)Nc1cccc(S(=O)(=O)Nc2ccccc2F)c1	-0.2	-9.5	1.9	i	i	i	i	i	i	i	0.3
O=C(Nc1ccc(S(=O)(=O)N2CCOCC2)cc1)c1nn(-c2ccc(F)cc2)ccc1=O	-5.4	-3.8	1.8	i	i	i	i	i	i	i	-2.2
CC(=O)c1ccc(OC(=O)CCN2c3ccccc3Sc3ccccc32)cc1	-1.8	-7.2	0.5	-11.7*	i	i	i	i	i	i	0.2
Cc1nc(-c2ccc(F)cc2)c(CC(=O)N2CCN(S(=O)(=O)c3ccccc3Br)CC2)s1	0.3	-15.4	-0.1	i	i	i	i	i	i	i	-4.9
O=C(O)c1ccc2c(c1)C(=O)N(c1cc(C(=O)O)ccc1Br)C2=O	0.4	-7.2	0.9	i	i	i	i	i	i	i	-2.6
O=C(CCN1C(=O)/C(=C/C=C/c2ccccc2)SC1=S)Nc1nccs1	-0.9	0.1	-0.2	i	i	i	i	i	i	i	0.9
CC(C(=O)N1CCc2ccccc21)N1CCN(Cc2ccc(Cl)cc2)CC1 (stereo not drawn)	-3.9	-12.4	-2.1	i	i	i	i	i	i	i	-5.0
Cc1ccc(-n2ncc3c(N4CCN(c5ccccc5)CC4)ncnc32)c(C)c1	0.1	-11.3	-1.7	i	i	i	i	i	i	i	-7.2
Cc1c(NC(=O)c2cn3ccccc3n2)cccc1-n1cnnn1	-3.2	-15.4	-5.7	i	i	i	i	i	i	i	5.1
O=C(N/N=C/c1ccccn1)C(=O)N1CCCCCC1	-4.0	-4.9	1.9	i	i	i	i	i	i	i	18.9
CC1CCCC(C)N1S(=O)(=O)c1ccc(NC(=O)CNC2CCCC2)cc1 (stereo not drawn)	9.9	-9.2	0.8	i	i	i	i	i	i	i	-0.1
O=[N+]([O-])c1ccc(-c2c(O)c3ccccc3c3nc4ccccc4nc23)cc1	-0.7	-6.2	2.7	i	i	i	i	i	i	i	·
CCOc1ccc(NC(=O)Nc2cccc(C(=O)O)c2)cc1	-1.9	-1.8	1.8	i	i	i	i	i	i	i	4.3
O=C(Nc1ccc2c(c1)OCCO2)c1ccc(NC(=O)C2CCCO2)cc1 (stereo not drawn)	1.8	-13.3	0.9	i	i	i	i	i	i	i	0.8
c1ccc(CNc2ncnc3sc4c(c23)CCCC4)nc1	30.4	-14.5	0.8	i	i	i	i	i	i	i	45.3
C=CCN(c1ccc(C(=O)N2CCCC2)cc1)S(C)(=O)=O	-3.9	-3.9	6.8	i	i	i	i	i	i	i	-5.0
Cc1cn([C@H]2C=C[C@@H](CO)O2)c(=O)[nH]c1=O	-2.6&-2.0	-6.3	1.0	i	i	i	i	i	i	i	11.6
O=[N+]([O-])c1ccc2oc(-c3ccccc3)nc2c1	5.6	-11.9	-6.1	i	i	i	i	i	i	i	2.0
Cc1ccc(N=C2NC(=O)/C(=C/c3cccnc3)S2)c(C)c1	0.7	-8.8	-1.6	i	i	i	7.89*	i	i	i	0.8
O=C(OCC(F)(F)F)c1cccc(COc2ccc3ccccc3c2)c1	-1.2	-7.9	-0.6	i	i	i	i	i	i	i	2.4
O=C(NCCc1ccccc1)C(=O)Nc1nccs1	-2.7	-0.6	3.2	i	i	i	i	i	i	i	3.8
COc1ccccc1Nc1nc(NCCC(C)C)nc(N)c1[N+](=O)[O-]	16.1	-2.8	-12.7	i	i	i	i	i	i	i	·
COc1ccc(Nc2nnc(SC(C(=O)Nc3cc(C)ccc3C)c3ccccc3)s2)cc1 (stereo not drawn)	·	-13.6	-4.4	i	i	i	i	i	i	i	-3.0
CC(=O)c1ccc(N=Nc2ccc(C)cc2)cc1	·	-5.4	-2.3	i	i	i	i	i	i	i	-5.3
C=CCN1c2ccccc2[C@]23C[C@@H](C(=O)OC)N(C(=O)NCCC)C2=NC(C(=O)OC)=C(C(=O)OC)[C@H]13	0.8	-3.1	1.9	-9.28*	i	i	i	i	i	i	8.3
Nc1nc(CSc2ncccn2)nc(Nc2ccccc2)n1	0.8	0.2	-0.1	i	i	i	i	i	i	i	6.5
C/C(=N\NC(=O)COc1ccccc1F)c1cc2ccccc2o1	-0.9	-5.8	-4.5	i	i	i	i	i	i	i	1.1
COc1cc(C)nc(OCCNC(=O)COc2ccc(Cl)cc2Cl)n1	0.2	-5.6	4.0	i	i	i	i	i	i	i	11.6
CC(C)CCNC(=S)NC1CCCC1	0.9	-4.9	2.0	i	i	i	i	i	i	i	0.5
O=C(CSc1ncccc1-c1nc2ccccc2[nH]1)N1CCc2ccccc21	3.4	-3.8	-1.1	i	i	i	i	i	i	i	-4.1
O=C(Oc1ccccc1OC(=O)N1CCOCC1)N1CCOCC1	6.7	-4.0	1.2	i	i	i	i	i	i	i	-2.7
Cc1nc(SCC(=O)NCC2CCCO2)[nH]c(=O)c1C (stereo not drawn)	-2.7	-8.2	0.9	i	i	i	i	·	i	i	-2.5
CC(C)CN(CC(C)C)C(=O)c1cc2c(=O)n3ccccc3nc2s1	-0.8	-8.1	10.2	i	i	i	i	i	i	i	-2.3
O=C(CSc1nnc2ccc(-c3ccncc3)nn12)Nc1ccc(F)cc1	·	-3.8	-24.2	i	i	i	i	i	i	i	9.4
Cc1onc(-c2c(Cl)cccc2Cl)c1C(=O)c1c[nH]c(C(=O)NC2CC2)c1	1.0	-12.8	2.6	i	i	i	i	i	i	i	-7.5
Cc1cccc(NC(=O)CCSc2ccccn2)c1	4.1	-1.7	3.2	i	i	i	i	i	i	i	0.5
CC1(C)OC2OC(C(=O)N/N=C/c3ccccc3F)C3OC(C)(C)OC3C2O1 (stereo not drawn)	-1.5	-4.3	3.3	i	i	i	i	i	i	i	1.4
CCOc1ccc(NCc2cccn2-c2nnc(N3CCC(C(=O)NCCCN4C(C)CCCC4C)CC3)s2)cc1 (stereo not drawn)	·	-6.2	1.7	i	-7.62*	i	i	i	i	i	-4.1
CN(CCOC(=O)c1ccc2c(c1)OCCO2)Cc1ccccc1	-2.6	-8.2	2.1	i	i	i	i	i	i	i	3.1
O=C1N/C(=N/N=C/c2ccc(O)cc2)SC1Cc1ccccc1 (stereo not drawn)	-1.5	-9.1	2.2	i	i	i	i	i	i	i	-1.4
Cc1ccc(N(C(=O)c2snc(C(N)=O)c2N)C(C(=O)NCc2ccccc2)c2ccncc2)c(C)c1 (stereo not drawn)	-0.1	-18.5	·	i	i	i	i	i	i	i	-3.2
COc1cc(NC(=O)CSCc2ccc(Cl)cc2Cl)c(C(=O)O)cc1OC	-1.9	-7.7	2.0	i	i	i	i	i	i	i	-2.2
CCOc1ccc2nc3c(cc2c1)CN(CCOC)C(=NCCOC)S3	5.4	-7.9	0.0	i	i	i	i	i	i	i	-6.7
CCN(c1ccccc1)S(=O)(=O)c1ccc(NC(=O)c2nc(S(C)(=O)=O)ncc2Cl)cc1	-0.2	-18.2	-2.2	i	i	17*	i	i	i	i	-2.4
O=C(NCc1ccco1)c1c2c(nc3ccccc13)CCC2	5.2	-14.0	-0.2	i	i	i	i	i	i	i	4.1
Cc1cc(NC(=O)COC(=O)C2CC(=O)N(c3ccccc3Cl)C2)no1 (stereo not drawn)	1.9	-4.2	1.9	i	i	i	i	i	i	i	6.0
CCC(C)C(=O)Nc1nc(C)c(-c2csc(Nc3ccc(Cl)cc3)n2)s1 (stereo not drawn)	1.3	-10.3	-1.3	i	i	i	i	i	i	i	-0.8
O=C(CC1Oc2ccccc2NC1=O)NCCCN1CCN(Cc2ccccc2)CC1 (stereo not drawn)	-1.6	0.2	1.1	i	i	i	i	i	i	i	10.0

Additional results.
SMILES	GSK3A inh	hERG rescue	GSK3B inh	KCNK9 block	RGS4 act	KCNQ1 pot	RGS4 block	PolyA inhibitor	KCNK3 block	KCNQ1 block	Dyrk1A ADPGlo
C/C(CC(=O)Nc1ccc(C)c(Cl)c1)=N\NC(=O)C1CCCCC1	-3.1	-2.0	2.0	i	i	i	i	i	i	i	-7.5
CC1(C)CC(=O)C(C=NCCN2CCN(C(=O)C34CC5CC(CC(C5)C3)C4)CC2)=C(O)C1	1.2	-3.3	2.1	i	i	i	i	i	i	i	1.8
O=C(OCN1C(=O)c2ccccc2C1=O)c1cccnc1SC(F)F	-1.2	-1.6	1.9	i	i	i	i	i	i	i	-5.5
Cc1ccc(CN2CCNC(=O)C2CC(=O)N(C)Cc2cnccn2)cc1 (stereo not drawn)	-3.4	-6.8	-6.9	i	i	i	i	i	i	i	-4.9
O=C(CCCN1C(=O)S/C(=C\C=C\c2ccccc2)C1=O)Nc1ccc(C(=O)O)cc1	-1.4	-7.2	1.7	i	i	i	i	i	i	i	0.0
COc1ccc(S(=O)(=O)N2CCCCC2)cc1NC(=O)C1CC(=O)N(c2ccc3c(c2)OCCO3)C1 (stereo not drawn)	-2.0	-17.7	1.6	i	i	i	i	i	i	i	-7.3
CN(CC(=O)Nc1ccc(Cl)c(C(F)(F)F)c1)C(=O)C1CSC2(C)CCC(=O)N12 (stereo not drawn)	-1.1	-9.2	-0.5	i	i	i	i	i	i	i	0.4
COc1cccc(NC(=O)C2CCN(S(=O)(=O)c3ccc4[nH]c(=O)oc4c3)CC2)c1	-1.6	0.7	3.5	i	i	i	i	i	i	i	4.9
O=C(NCc1ccco1)c1ccc(-c2ccc(Cl)cc2)o1	1.1	-12.2	-0.6	i	i	i	i	i	i	i	34.7
